# L3MBTL1 inh: inhibitors of human L3MBTL1 | Q9Y468 | AlphaScreen L3MBTL1–H3K9me1 peptide binding | Potency, µM (series often up to 57.1 µM), for the others: top-dose activity, negative = inhibition, most hits filed as inhibitors | actives 0.66% (n = 230,000) | AID 485360; note: nearly all actives have a fitted effect of over 60% in size
# Target sequence (Q9Y468 whole entry, looked up): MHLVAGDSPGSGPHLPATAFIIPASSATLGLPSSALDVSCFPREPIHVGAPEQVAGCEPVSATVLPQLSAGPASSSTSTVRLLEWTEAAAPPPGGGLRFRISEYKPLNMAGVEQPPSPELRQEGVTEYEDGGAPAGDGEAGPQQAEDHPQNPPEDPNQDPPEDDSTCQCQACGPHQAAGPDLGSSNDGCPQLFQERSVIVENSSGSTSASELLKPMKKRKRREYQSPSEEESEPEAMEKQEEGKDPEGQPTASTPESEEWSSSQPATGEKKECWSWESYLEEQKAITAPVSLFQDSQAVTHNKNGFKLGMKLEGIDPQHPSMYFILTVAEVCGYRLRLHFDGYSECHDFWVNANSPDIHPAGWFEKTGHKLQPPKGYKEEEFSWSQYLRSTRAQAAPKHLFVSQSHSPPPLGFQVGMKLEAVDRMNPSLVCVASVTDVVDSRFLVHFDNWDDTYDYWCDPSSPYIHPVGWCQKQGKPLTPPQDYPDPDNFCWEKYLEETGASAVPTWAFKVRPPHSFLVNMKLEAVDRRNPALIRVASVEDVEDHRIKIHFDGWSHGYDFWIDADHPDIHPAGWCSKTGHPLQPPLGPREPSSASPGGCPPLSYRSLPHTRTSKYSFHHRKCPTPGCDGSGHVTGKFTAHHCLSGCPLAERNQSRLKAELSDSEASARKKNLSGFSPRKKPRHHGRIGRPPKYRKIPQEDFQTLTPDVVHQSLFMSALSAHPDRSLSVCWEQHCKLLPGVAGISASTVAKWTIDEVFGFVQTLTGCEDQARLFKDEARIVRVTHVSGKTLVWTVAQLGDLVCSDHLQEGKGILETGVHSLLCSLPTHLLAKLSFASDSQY
#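 Read-out is AlphaScreen signal from streptavidin donor and nickel chelate acceptor beads (10 ug/mL final each) bridging L3MBTL1 (50 nM) and biotinylated K9-monomethylated H3(1-15) peptide (75 nM), after 30 min compound exposure at room temperature.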
# Tau fibril FP: blocks human tau fibril formation measured by polarization. K18 P301L tau heparin fibrillization, Alexa594 FP, 6 h. AID 1468. Potency, µM (top dose mostly 57.7 µM), inactives show at the highest dose activity, negative = inhibition, most hits filed as inhibitors. actives 0.39% (n = 280,000); note: nearly all actives have a fitted effect of over 55% in size
# Target sequence (P10636 561-689 P618L limits assumed): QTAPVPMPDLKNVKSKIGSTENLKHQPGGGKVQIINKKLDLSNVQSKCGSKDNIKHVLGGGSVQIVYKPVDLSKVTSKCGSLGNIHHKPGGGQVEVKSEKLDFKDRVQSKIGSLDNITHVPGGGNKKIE
#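 Read-out: fluorescence polarization of Alexa 594-labeled tau (0.24 uM), 555 nm excitation, 632 nm emission. Mixtures held 15 uM unlabeled K18 P301L, compound and 20 uM heparin, pH 7 acetate buffer, incubated 6 hr at 37 C.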
# RECQ1 helicase: RECQ1 (human) helicase inhibition; P46063; RECQ1 DNA unwinding, red fluorescence kinetic read; Potency, µM (doses to about 57.3 µM), without a hit: at the top dose activity, negative = inhibition, hits mostly inhibitors; actives 0.54% (n = 240,000); AID 2549;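 note: plate controls were vehicle for no effect and no enzyme for full effect; nearly all actives have a fitted effect of over 30% in size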
#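 50 nM RECQ1T1 preincubated 15 min with compound in Tris pH 8.0 buffer with MgCl2, DTT, Tween-20 and 2.5 ug/ml poly(dI-dC); started with 200 nM TAMRA/BHQ-2 forked duplex and 2 mM ATP. Unwinding read as fluorescence (525/598 nm), two reads 2 h apart.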
# Tau ThT inhib: tau fibrillization inhibition (ThT binding); actives 2.1% (n = 270,000); recombinant tau K18 P301L (four-repeat tau fragment), heparin-induced fibrillization, ThT fluorescence; P10636; Potency, µM (titrated, usually from 57.4 µM), without a hit: top-dose activity, negative = inhibition, usual class: inhibitors; note: nearly all actives have a fitted effect of over 55% in size
#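 Recombinant human tau K18 fragment […] carrying P301L, 15 uM unlabeled plus 0.24 uM Alexa 594-labeled, was fibrillized with 20 uM heparin in 100 mM sodium acetate pH 7 for 6 hr at 37 C; 30 uM ThT fluorescence read after 1 hr.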
# TexasRed fluor: alters Texas Red total fluorescence, flagging assay interference. Potency, µM (doses to about 106 µM), for inactives: top-dose fluorescence change, negative = quenching. actives 0.29% (n = 280,000). TRb/SRC2 Texas Red total fluorescence interference; active = well fitted curve in either direction with a large enough effect; inconclusive = small, poorly fitted or top-dose-only effect
#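 Human TRβ ligand-binding domain (0.6 uM) and Texas Red SRC2 peptide (20 nM) in Tris buffer with 1 uM T3 and 5% DMSO were incubated with pinned compound for 5 hr at ambient temperature. Total fluorescence was computed as S + 2P (555/632 nm).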
# TRb SRC2 PPI: inhibitors of human thyroid hormone receptor beta-SRC2 interaction | P10828 | TRbeta-SRC2 peptide binding, fluorescence polarization; receptor liganded with 1 µM T3 | Potency, µM (titrated, usually from 106 µM), without a hit: at the top dose activity change, negative = inhibition, usual class: inhibitors | actives 0.065% (n = 280,000);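 note: plate controls were bound peptide for no effect and peptide without receptor for full effect; nearly all actives have a fitted effect of over 50% in size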
#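 Human TRb LBD (0.6 uM) plus Texas Red-labeled SRC2 peptide (20 nM), 1uM T3, 5% DMSO, 5 hr at ambient temperature. Decreased polarization (555/632 nm) flags inhibition; data normalized to free and bound peptide controls.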
# KDM4E inh: blocks human JMJD2E demethylase activity. AID 2147. B2RXH2. actives 1.6% (n = 230,000). JMJD2E catalytic domain, FDH-coupled NADH fluorescence (FDH is formaldehyde dehydrogenase). Potency, µM (doses to about 57.1 µM), without a hit: at the highest dose activity change, negative = inhibition, usual class: inhibitors; active = well fitted inhibition curve with a large enough effect, not every such curve was filed as active; inconclusive = small, poorly fitted or top-dose-only effect, or another doubt; inactive = no such curve, though single readings can be large or run the other way;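 note: 0% = wells with enzyme and -100% = buffer wells without enzyme; nearly all actives have a fitted effect of over 50% in size; many of its hits are not listed in these tables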
# GoLoco inh red: blocks human Gai1 binding to RGS12 GoLoco peptide, red readout. P63096. Gai1:RGS12 GoLoco peptide FP, rhodamine, 10 min. Potency, µM (top dose mostly 61.6 µM), for inactives: top-dose activity, negative = inhibition, actives largely listed as inhibitors. actives 0.44% (n = 230,000). AID 880; active = well fitted inhibition curve with a large enough effect, not every such curve was filed as active; inactive = no such curve, though single readings can be large or run the other way; note: nearly all actives have a fitted effect of over 30% in size; many of its hits are not listed in these tables
# Numbers without * were called inactive; i = inactive; ? = inconclusive; nt = not tested or not shown; & = joins results of further samples; ! = not confirmed by another sample; [ ] = dose if it differs, or a comment. Unless noted, calls come from the whole dose curve; as a rule, active = well fitted curve in the direction sought with a large enough effect; inconclusive = small, poorly fitted or top-dose-only effect, or another doubt; inactive = no such curve, though single readings can be large; an effect the other way counts as inactive or inconclusive. Unless noted, % is set by controls: 0 for no effect and ±100 for the full control effect; potency is the fitted concentration of half-maximal effect. Not all compounds are listed; rates above refer to the full screens.
# Each structure is followed by: L3MBTL1 inh	TRb SRC2 PPI	TexasRed fluor	Tau fibril FP	RECQ1 helicase	KDM4E inh	GoLoco inh red	Tau ThT inhib
O=C(O)[C@H]1[C@H]2CN[C@H](C(=O)O)[C@H]21
 : nt	-3.5%&10.2%	-2.6%&-0.1%	-0.7%&-0.7%	-8.2%&-9.6%	2.9%	15.4%&-3.3%	0.8%&-0.1%
Cc1ccc(C(=O)C2CN3CCC2CC3)cc1 (configuration not stated)
 : -10.2%	-6.7%	-4.2%	-4.4%	-2.0%	-0.2%	-4.3%	-9.7%
CC1=NN(c2ccccc2)C(=O)C1/C=C1\C(=O)NC(=O)N(c2ccc(C)c(C)c2)C1=O (configuration not stated)
 : nt	-4.1%	-1.2%	3.3%	i	-0.1%	16.2%	11.2µM*
CC1(C(=O)O)C2CCC(O2)C1(C)C(=O)O (configuration not stated)
 : nt	-1.3%	0.3%	0.7%	-5.7%	2.9%	5.3%	-4.6%
CC1CC(C)CN(CC(=O)c2ccc(OC(F)F)cc2)C1 (configuration not stated)
 : -5.7%	-0.4%	-2.9%	-7.0%	-9.9%	-0.1%	15.9%	-13.1%
O=C(c1cc2ccccn2n1)N1CCN(Cc2ccccc2)CC1
 : nt	-7.0%	1.5%	-2.4%	-15.3%	?	3.1%	-3.3%
COc1ccc(C[C@H]2NC[C@H](O)[C@H]2OC(C)=O)cc1
 : nt	-5.2%	-2.8%	-4.1%	i	nt	3.7%	-6.0%
Cc1cccc2c(CCN)c[nH]c12
 : nt	-5.0%	-5.9%	5.0%	i	0.8%	-0.6%	?
Cc1cccc(CN2C(=O)CN=C(c3ccccc3Cl)c3cc(Cl)ccc32)c1
 : nt	-2.9%	-10.0%	3.4%	nt	nt	nt	-13.6%
CC12CCC3C(CC=C4CC(O)CCC43C)C1C/C(=C\c1cccc(F)c1)C2=O (configuration not stated)
 : -5.4%	2.5%	2.2%	-6.7%	5.5%	?	1.0%	-10.3%
O=c1[nH]c(O)c(C=NC2CCN(Cc3ccccc3)CC2)c(=O)[nH]1
 : -6.5%	-1.5%	2.7%	?	10.0%	-1.9%	17.6%	?
Cc1ccc(-c2nn(Cc3ccccc3)cc2C=O)cc1
 : 13.5%	4.4%	-1.1%	2.0%	-13.9%	-11.9%	-5.6%	-1.3%
COc1ccc(-n2c(SC)nc3ccccc3c2=O)cc1
 : 3.8%	-7.2%	-2.6%	1.7%	-3.6%	2.3%	5.9%	-10.7%
COC(=O)COc1ccc(Cl)cc1Cl
 : nt	-1.5%	-4.4%	-13.5%	3.8%	2.6%	2.7%	-0.5%
OCCOCC#CCN1CCOCC1
 : nt	-0.8%	-1.8%	3.3%	-5.7%	0.4%	6.4%	-8.4%
COCCNP(=O)(c1ccccc1)c1nc2ccccc2s1 (configuration not stated)
 : nt	3.2%	3.0%	-9.6%	i	3.1%	-8.4%	-13.6%
O=C1OC(c2ccc(Br)cc2)=N/C1=C\N1CC2CC(C1)c1cccc(=O)n1C2 (configuration not stated)
 : nt	0.2%	-4.3%	4.6%[0.0958 µM]	-2.8%	-9.8%	49.6%[activator]	nt
C=C1C[C@]2(O)[C@@]3(C)CCC(=O)C(C)(C)C3=C(O)C(=O)[C@@]2(C)[C@@H]2C(=O)O[C@@](C)(C(=O)OC)C(=O)[C@@]12C
 : -25.2%	1.7%	-0.7%	6.3%	-4.5%	2.7%	0.0%	-10.6%
CCOP(=O)(OCC)c1nc(-c2ccc(C)cc2)oc1NCc1ccccc1
 : -7.4%	-7.9%	-2.2%	-1.3%	-1.1%	?	4.1%	?
CCOC(=O)N(CC)c1ccc(C(O)(C(=O)OC)C(F)(F)F)cc1 (configuration not stated)
 : 10.5%	0.0%	-0.9%	4.3%	-5.5%	5.5%	0.2%	3.9%
CCCc1cc2c(n1Cc1cccc(Cl)c1)C(C)C1CN(C(=O)c3ccccc3)C(C)(C(=O)OC)C21 (configuration not stated)
 : nt	11.5%	-0.9%	-6.6%	2.9%	-7.4%	67.7%[activator]	?
CCOc1cc(/C=C2\C(=O)NC(=O)N(C)C2=O)cc([N+](=O)[O-])c1O
 : nt	-3.0%	-3.3%	1.0%	-2.3%	-14.8%	-2.2%	nt
O=NN(CCO)CCO
 : nt	9.7%	-2.4%	nt	-15.3%	nt	-5.9%	nt
CCN(CC)P(=S)(c1c(C)nc2ccccn12)c1c(C)nc2ccccn12
 : 0.8%	2.9%	-2.1%	0.7%	i	-15.2%	-1.9%	-6.1%
CC(C)Oc1cccc(NC(=O)c2cccn(Cc3ccc4c(c3)OC(F)(F)O4)c2=O)c1
 : 14.8%	10.9%	-0.9%	-20.8%	-13.8%	?	-1.2%	-6.0%
O=C(O)C1C2CC3CC(C2)CC1(n1ncc(N2CCC4(CC2)OCCO4)c(Cl)c1=O)C3 (configuration not stated)
 : 9.9%	0.6%	-1.9%	-6.9%	-1.4%	1.1%	-8.8%	-1.9%
CC1O[C@@H](Oc2c(-c3ccc(O)c(O)c3)oc3cc(O)cc(O)c3c2=O)C(O)C(O)C1O (some centres not stated)
 : nt	9.0%	-7.5%	2.1%	i	?	3.4%	-8.5%
CC(NC(C)(C)C)C(=O)c1cccc(Cl)c1 (configuration not stated)
 : 26.3%	-2.7%&-1.7%&-1.0%	-7.4%&-15.6%&-2.0%	6.1%&-6.1%&1.4%	-2.7%&-3.6%	-9.1%&5.9%&-2.3%	-14.2%&1.3%&3.2%	-3.1%&-5.3%&8.5%
FCCN(CCF)c1cccc(Cl)c1
 : nt	5.7%	-0.3%	7.4%	-3.6%	7.8%	6.5%	nt
Cc1cccc(-n2c(O)c(/C=C3/C(c4ccccc4)=Nc4ccccc43)c(=O)[nH]c2=O)c1
 : nt	-5.5%	-1.1%	1.2%	-4.2%	?	89.3%[activator]	?
COCc1c(CN)cnc(C)c1N
 : 4.8%	0.6%	1.7%	7.4%	-6.1%	?	2.1%	-0.8%
Cc1ccc2c(Cl)cc(Cl)c(OCC(=O)N(C(C)C)C(C)C)c2n1
 : nt	3.7%	-1.5%	3.4%	-1.7%	?	1.5%	-13.2%
COc1c(C)cc(C(=O)C2CCCN(Cc3cccc(C)n3)C2)cc1C (configuration not stated)
 : -4.6%	8.4%	0.3%	3.7%	-5.4%	10.4%	12.6%	-5.7%
CN(C)CC1CCCCC1=O (configuration not stated)
 : 5.3%	2.3%	-2.0%	4.7%	-4.4%	5.1%	5.2%	-9.0%
COc1cc(CN2CCc3nc(N4CCN(c5ncccn5)CC4)ncc3C2)cc(OC)c1OC
 : nt	4.4%	-1.7%	-1.9%	nt	nt	nt	?
CC(=NCCN1CCCCC1)c1c(O)n(Cc2ccccc2)c(=O)[nH]c1=O
 : -3.4%	9.0%	1.2%	3.6%	-15.0%	-6.1%	10.0%	-17.0%
O=c1[nH]c(O)c(N=Nc2ccc([N+](=O)[O-])cc2)c(=O)[nH]1
 : 6.9%	-1.6%	-17.6%	-2.6%	-0.9%	-7.3%	-0.2%	?
CC(C)c1ccc(Cc2cnc(NC(=O)c3ccc4c(c3)CC(c3ccccc3)OC4=O)s2)cc1 (configuration not stated)
 : nt	4.4%	-23.5%	?	nt	nt	nt	14.4%
CCC(C)C(=O)OC1C(O)C2C(CN3CC(C)CCC3[C@]2(C)O)C2C[C@]34O[C@@]5(O)C(OC(=O)C(C)(O)CC)CCC3(C)C5C(OC(C)=O)C(OC(C)=O)C4[C@@]21O (some centres not stated)
 : nt	-1.3%	0.0%	1.8%	-3.0%	7.2%	1.7%	0.7%
O=C1NCN(c2ccccc2)C12CCNCC2
 : -6.9%	7.1%	-1.6%	7.9%	-4.7%	3.9%	-5.9%	1.6%
CCCCCCCCCOc1ccc2[nH]cc(CCN)c2c1
 : nt	3.9%&3.7%&-3.3%	-1.0%&1.6%&-2.1%	?	-6.6%&-5.7%	25.1µM*!	-2.1%&13.2%&-2.1%	?
CCCCC12CN3CC(C)(CN(C1)C3c1ccccn1)C2=O (configuration not stated)
 : nt	0.9%	-20.3%	-2.2%	nt	nt	nt	-14.3%
CC(=O)NNc1ccccc1
 : nt	-5.7%	0.5%	nt	-0.4%	nt	-33.3%	nt
O=C(COc1ccccc1Cl)N1CCN(CCc2ccccn2)CC1
 : nt	-0.5%	9.4%	-2.2%	nt	nt	nt	-11.6%
CC(=NCCN(C)C)c1c(O)n(Cc2ccccc2)c(=O)[nH]c1=O
 : 8.8%	-3.2%	1.6%	-5.7%	i	10.4%	-51.6%	-8.5%
Cc1cc(C)cc(N2C(=O)NC(=O)/C(=C\c3cccn3-c3ccccc3)C2=O)c1
 : 0.6%	7.2%	3.3%	4.1%	-1.7%	6.2%	28.1%	-18.5%
COc1ccc(C(=O)Nc2ccc(-c3nc4ccccc4s3)cc2C)cc1Cl
 : nt	1.4%	1.7%	-18.8%	nt	nt	nt	?
CCCCC1(CCCC)C(=O)NC(=Nc2cccc(C)c2)NC1=O
 : 13.1%	-0.8%	-3.7%	-0.3%	i	-2.8%	-14.8%	-4.0%
CCN(CC)CCN=Cc1c(O)n(C2CCCCCC2)c(=O)[nH]c1=O
 : nt	-1.8%	1.0%	-6.0%	i	-10.0%	3.2%	-18.7%
COC(=O)CCCc1[se]c2ccccc2c1I
 : nt	14.2%	-3.5%	-4.0%[81.3 µM]	-2.7%[81.1 µM]	nt	-13.3%	?

# Reformatted with tabs: part of the list above.
SMILES	L3MBTL1 inh	TRb SRC2 PPI	TexasRed fluor	Tau fibril FP	RECQ1 helicase	KDM4E inh	GoLoco inh red	Tau ThT inhib
COC(=O)CCCc1[se]c2ccccc2c1I	nt	14.2%	-3.5%	-4.0%[81.3 µM]	-2.7%[81.1 µM]	nt	-13.3%	?
CC(=O)NNc1ccccc1	nt	-5.7%	0.5%	nt	-0.4%	nt	-33.3%	nt
